Bioassay records (PubChem BioAssay)
APOBEC3A inh: human APOBEC3A DNA deaminase inhibition; P31941; recombinant A3A, FAM/TAMRA ssDNA deamination fluorescence; inhibition, % at 20 µM; 330,000 tested, 0.41% active; AID 493011;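 active = at least 40% inhibition at 20 µM here, with at most 30% in a related deaminase screen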;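 also: plate controls were A3A with DMSO for no effect and wells lacking A3A enzyme for full effect; some results filed as inactive read as strong as hits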
Target sequence (P31941 whole entry, looked up): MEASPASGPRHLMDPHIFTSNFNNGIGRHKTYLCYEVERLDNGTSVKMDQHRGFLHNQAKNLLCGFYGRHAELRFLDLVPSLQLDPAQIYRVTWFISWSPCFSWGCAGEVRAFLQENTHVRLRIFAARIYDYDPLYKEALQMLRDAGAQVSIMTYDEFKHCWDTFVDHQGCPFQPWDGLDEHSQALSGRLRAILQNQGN
MIN6 prolif: inducers of beta-cell replication in MIN6 cells | 330,000 tested, 0.29% active | MIN6 cells proliferation, ATPlite luminescence, 48 h; cells starved in 0.2% serum; 100% = growth in 10% serum | proliferation, % at 10 µM;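 active = compounds whose signal lies at least 3.5 SD above the mean of all wells on their plate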;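 also: 0% = DMSO-treated cells in low-serum medium and 100% = 10% serum control; some compounds called inactive have numbers as strong as hits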
mIAP act: mouse IAP activation; AID 2805; muIAP, CDP-Star luminescence, 30 min; active compounds read high; 1 = vehicle-only enzyme signal, 0 = enzyme-free wells; 330,000 tested, 0.24% active; activation factor at 10 µM;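 active = activation factor of at least 2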; also: the source names both 10 and 20 µM as test concentration; values of inactives mirror those of a sister screen read the other way
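System: Mouse IAP enzyme | Also added: CDP-Star substrate | Dosing: Compounds dispensed in DMSO | Schedule: 30 min enzyme-substrate-compound incubation at room temperature | Technique: Chemiluminescence readout | Control set: DMSO-only wells and no-enzyme negative control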
mIAP block: mouse IAP inhibition. 330,000 tested, 0.2% active. inhibition, % at 10 µM. purified mouse IAP, CDP-Star luminescence, 30 min;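 active = inhibition of at least 40% at 10 µM in the primary screen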;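 also: plate controls were DMSO with enzyme for no effect and no enzyme wells for full effect; values of inactives mirror those of a sister screen read the other way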
NALP3 yeast inh: NALP3 inhibition in yeast. Yeast reconstituted NLRP3/ASC/caspase-1, beta-gal luminescence, 24 h. inhibition, % at 10 µM. 330,000 tested, 0.39% active;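 active = inhibition of 50% or more; inactive = inhibition below 50%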;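 also: plate controls were induced DMSO wells for no effect and uninduced yeast grown without galactose for full effect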
tim10-1 inh: tim10-1 yeast growth inhibition; S. cerevisiae tim10-1 ts strain growth, BacTiter-Glo, 24 h; inhibition, % at 20 µM; 330,000 tested, 2.2% active;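 active = inhibition of at least 40%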;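 also: mutant grown at 25 °C; 0% = DMSO wells with yeast and 100% = wells holding no yeast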
hIAP inh: human IAP inhibition | P09923 | purified IAP, CDP-Star luminescence, 30 min | inhibition, % at 10 µM | 330,000 tested, 0.12% active;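 active = inhibition reaching a set limit with compound at 10 µM in the primary screen, cut at about 35% in these data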;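 also: plate controls were DMSO wells with enzyme for no effect and no-enzyme buffer wells for full effect; values of inactives mirror those of a sister screen read the other way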
TIM10 inh: inhibits growth of TIM10 yeast strain. 330,000 tested, 1.4% active. S. cerevisiae TIM10 strain growth, BacTiter-Glo luminescence, 24 h. inhibition, % at 10 µM;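 active = inhibition of 40% or more at the single tested concentration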;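 also: wild-type TIM10 isogenic control strain grown at permissive 25 °C; 0% = DMSO yeast wells and 100% = minimal medium wells without yeast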
APOBEC3G inh: APOBEC3G (human) deaminase inhibition; Q9HC16; recombinant A3G, ssDNA deamination FAM/TAMRA fluorescence; inhibition, % at 20 µM; 330,000 tested, 0.28% active; AID 493012;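 active = inhibition of at least 40% at 20 µM, with no more than 30% in the related APOBEC3A deaminase screen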;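 also: plate controls were DMSO wells with A3G for no effect and wells lacking A3G enzyme for full effect; some compounds called inactive have numbers as strong as hits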
Target sequence (Q9HC16 whole entry, looked up): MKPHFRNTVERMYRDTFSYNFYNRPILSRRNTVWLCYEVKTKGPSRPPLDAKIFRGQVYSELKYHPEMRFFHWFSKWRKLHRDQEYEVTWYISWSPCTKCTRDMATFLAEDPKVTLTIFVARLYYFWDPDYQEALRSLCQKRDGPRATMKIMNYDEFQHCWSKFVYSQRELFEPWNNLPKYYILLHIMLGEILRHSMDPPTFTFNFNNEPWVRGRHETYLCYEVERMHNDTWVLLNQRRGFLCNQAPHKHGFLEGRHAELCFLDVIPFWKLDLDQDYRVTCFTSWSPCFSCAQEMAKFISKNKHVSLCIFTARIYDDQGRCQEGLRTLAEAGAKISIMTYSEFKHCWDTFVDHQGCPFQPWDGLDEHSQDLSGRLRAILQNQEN
Active calls of the source: *. An unsorted share of the library; about 4.6% have a hit in one of these screens.

SMILES	APOBEC3A inh	MIN6 prolif	mIAP act	mIAP block	NALP3 yeast inh	tim10-1 inh	hIAP inh	TIM10 inh	APOBEC3G inh
CCN(CC)S(=O)(=O)c1cc(C(=O)OC)ccc1Cl	0	-1	0.94	6	-13	20	-6	6	-4
Cc1noc(C)c1S(=O)(=O)N1CCC(C(=O)N2CCC(C)CC2)CC1	5	-2	1	0	-4	5	9	11	1
O=C(NCCCCc1ccccc1)Nc1ccc(F)cc1F	-5	-5	1.6	-56	19	-21	-25	-3	-7
Cc1ccc(NC(=O)c2ccc(C(C)(C)C)cc2)cc1[N+](=O)[O-]	0	-5	0.89	11	20	11	5	5	-8
CC(C)(C)OC(=O)C[C@H]1C/C=C\C[C@H](CC(=O)NCCO)C(=O)N[C@@H](Cc2ccccc2)COC1=O	2	-2	0.99	0	12	-13	2	0	-3
CC(=O)c1ccc(N2CCN(Cc3nc(Cc4ccccc4)no3)CC2)cc1	-2	1	0.93	7	33	8	-10	8	-4
COc1cccc(NC(=O)CCC(=O)NCc2ccco2)c1	0	-3	0.99	0	-5	3	-18	-12	-2
CCCCCSc1nnc(C)c(=O)[nH]1	3	-3	1	-5	0	1	3	-4	-4
CCCn1c(=O)c(-c2ccccc2)c(O)c2ccccc21	-6	-2	1.1	-8	27	-27	4	-28	-7
Cc1ccnc(NS(=O)(=O)c2ccc(N3C(=O)C4CCCCC4C3=O)cc2)n1 (stereo not given)	-3	-3	0.98	2	8	17	-13	0	-9
FC(F)(F)c1ccc(Sc2nnc(-c3cccs3)n2CC2CCCO2)nc1 (stereo not given)	-6	2	1	-3	9	22	12	16	-7
CCCn1c(=O)c(C(=O)NCCc2ccc(OC)cc2)c(O)c2ccccc21	3	-1	1	-1	22	-25	-9	4	10
Oc1c(/C=N/Nc2cccc3cccnc23)ccc2ccccc12	0	0	0.85	15	15	23	7	17	-1
Cc1nn(C)cc1CN1CCCC(C(=O)c2ccc(-c3ccccc3)c(F)c2)C1 (stereo not given)	-3	-3	0.86	14	13	11	0	6	1
COc1ccccc1C(C)NC(=O)c1cc(=O)[nH]c2ccccc12 (stereo not given)	88	-1	1.1	-12	13	-2	0	-9	33
COc1ccccc1NC(NC(=O)c1ccco1)C(=O)c1ccccc1 (stereo not given)	-4	-3	0.99	1	4	0	-76	-5	-2
CN(C)CCN(C(=O)/C=C/c1cccs1)c1nc2ccc(F)cc2s1	3	0	0.88	12	34	44*	13	29	-7
COc1ccc(OC)c(-c2csc(NC(=O)Cc3ccccc3OC)n2)c1	0	0	1.1	-8	9	11	13	11	-6
O=C1CC(NS(=O)(=O)c2cc(F)ccc2F)CN1c1ccc2c(c1)OCCO2 (stereo not given)	0	-3	1	-2	1	17	-19	13	-12
N#C/C(=C\c1cn(CCOc2ccccc2)c2ccccc12)C(=O)NCc1cccs1	0	-4	0.96	4	18	-4	12	10	5
CN(CC(=O)Nc1ccc(Cl)c(C(F)(F)F)c1)C(=O)CC1Sc2ccccc2NC1=O (stereo not given)	-7	-6	1	0	12	22	-14	4	-7
O=C(N/C(=C\c1ccccc1)C(=O)N1CCN(CCO)CC1)c1ccccc1	-1	0	0.99	1	-1	7	16	8	1
N#CC(C#N)=C/C(C#N)=C(/N)N1CCN(c2ccc(Cl)cc2)CC1	-4	-1	0.96	4	-9	11	10	10	-4
CCN1CCSc2ccc(C(=O)NCc3ccccc3C)cc21	0	5	1.2	-19	27	26	20	6	-1
CCN(CC(=O)Nc1ccccc1OC)C(=O)/C=C/c1cccs1	1	8	0.91	9	0	4	25	7	-8
Cc1cccc2nc(-c3ccco3)c(Nc3ccccc3)n12	2	-1	1	-4	-16	10	-3	21	-3
Cc1ccnc(NC(=O)c2cc(-c3ccc(Cl)s3)nc3ccccc23)c1	0	-4	0.94	6	19	21	-2	20	-3
c1ccc(-c2noc(C3CCC3)n2)nc1	-3	1	1.1	-6	-5	4	-20	13	-9
CCC(C)NC(=O)CN(c1cc(C)ccc1OC)S(C)(=O)=O (stereo not given)	0	-2	1	-2	11	-10	12	-14	-3
CC1Sc2ccc(S(=O)(=O)N3CCC(C(=O)N4CCN(C)CC4)CC3)cc2NC1=O (stereo not given)	-7	-1	1.1	-14	16	4	-8	-7	-4
CCOc1ccc(N(C)S(=O)(=O)c2ccc(C)c(C(=O)Nc3nnc(C4CC4)s3)c2)cc1	-3	-1	0.97	3	-11	-23	0	6	-8
Cc1ccc(C(=O)Nc2cccc(C(F)(F)F)c2)cc1Nc1ncnc2nc[nH]c12	1	-7	1	-2	20	12	-69	-2	12
COC(=O)C1C(c2ccccc2)C(C(=O)N2CCOCC2)C1c1ccccc1 (stereo not given)	-2	4	0.99	1	2	27	14	-4	-3
CCCOc1ccc(C2=NNC(c3cccs3)=Nc3ccc(OC)cc32)cc1	3	-5	0.86	14	19	22	8	52*	-3
O=C(O)c1cc(-c2cccs2)nn1-c1ccc(F)cc1	0	-3	0.88	12	6	-1	7	11	-1
O=C(NNS(=O)(=O)c1ccc2ccccc2c1)c1cc(-c2ccccn2)nc2ccccc12	-1	-2	0.85	15	8	30	3	11	-4
COc1ccc(OCCOc2ccc(C)nc2[N+](=O)[O-])cc1	-1	0	0.95	5	42	10	-12	0	0
O=C(CSc1ccc2c(c1)OCCO2)Nc1ncccc1O	1	-3	0.83	17	18	22	19	2	-3
COc1ccc(NC(=O)CSc2nc(N)c(NC(=O)c3ccccc3F)c(=O)[nH]2)cc1	-1	-2	1	-4	4	-16	-13	1	-6
Cc1ccc(NC(=S)Nc2ccc(S(=O)(=O)Nc3ncccn3)cc2)c(C)c1	-4	-6	0.88	12	-2	8	2	-7	-6
Cc1c(C=O)c2ccccn2c1C(=O)c1ccc(F)cc1	-4	4	1	0	59*	-10	1	-8	-7
O=C(NN1C(=O)/C(=C/c2ccc(O)cc2)SC1=S)c1cccc(O)c1	2	-4	0.77	23	40	6	37*	5	11
Cc1ccc(CN2C(=O)C(C)(C)Oc3ccc(C(=O)N4CCCCC4)cc32)cc1	-2	0	1.1	-9	-1	23	-8	45*	-3
C/C(=N/OCc1ccc(Br)cc1)c1ccccn1	4	-3	1.1	-9	11	16	-19	-23	0
CC(=O)c1c(C)[nH]c(C(=O)CN2C(=O)NC(C)(c3ccc(C)cc3)C2=O)c1C (stereo not given)	4	-4	1.1	-8	26	14	-8	11	-2
Cc1nn(C)c(Oc2ccccc2)c1CCNC(=O)CC(C)C	2	0	0.99	1	11	7	-8	3	2
COC(=O)CN1C(=O)C(O)=C(C(C)=O)C1c1ccc([N+](=O)[O-])cc1 (stereo not given)	-6	1	0.99	1	14	-4	-2	-1	-8
O=C(c1cc2ccccc2oc1=O)N(Cc1cccs1)CC1CCCO1 (stereo not given)	0	-3	0.94	6	9	30	5	-8	-3
O=C(COC(=O)[C@H](Cc1c[nH]c2ccccc12)NC(=O)c1ccc(Cl)cc1)Nc1ccc2c(c1)OCO2	-1	-5	1.1	-7	2	12	3	-4	-6
Cc1ccc(OCCC(=O)Nc2ccc(C)c(S(=O)(=O)N3CCOCC3)c2)cc1	-3	-3	1.1	-11	1	31	-2	10	-6
Oc1ccc(C=Nc2ccc3ncccc3c2)c(O)c1	1	-5	0.64	36	31	18	-19	-6	-1
CC(C)NC(=O)NC(=O)COC(=O)c1cccc(S(=O)(=O)N2CCCCC2)c1	-4	0	0.95	5	-1	21	-5	22	2
CC(=O)NCCOc1ccc2oc3ccccc3c2c1	-1	0	1.1	-12	16	12	-8	5	-3
Nc1cccc2c1C(=O)N(C(=O)/C=C/c1ccc(F)cc1)C2=O	6	-6	1.1	-10	-6	59*	-23	49*	-9
O=C(COC(=O)c1cc(-c2ccccc2)nc2ccccc12)NC1CC1	7	2	1	-2	24	4	-2	12	-5
COc1ccc(NC2c3ncccc3C(=O)N2Cc2ccccc2)c(OC)c1 (stereo not given)	1	3	1.1	-6	14	32	-2	9	0
Cc1nc(SCC(=O)N(C)C2CCS(=O)(=O)C2)c(C#N)c(C)c1C (stereo not given)	4	-7	0.93	8	-6	8	6	2	-4
O=C(Nc1csc(Cc2c(Cl)cccc2Cl)n1)NN1CCOCC1	-2	3	1	-1	8	25	-5	16	-8
CCOc1ccccc1C(=O)N(C)Cc1cc2ccccc2[nH]c1=O	7	-2	1	-3	7	9	-56	0	1
CC(C)(C)c1cc(C(F)(F)F)n2ncc(-c3ccccc3)c2n1	2	-2	0.97	3	10	15	7	0	-2
O=C(NCc1cccc(Cl)c1)c1ccc(-c2csnn2)cc1	-1	2	1.1	-11	26	-3	-2	-7	5
COCCn1c(=NC(=O)c2sc3ccccc3c2Cl)sc2cc(S(N)(=O)=O)ccc21	1	-4	0.86	14	-2	0	-2	2	1

One compound at a time, from the list above. Order of values: APOBEC3A inh | MIN6 prolif | mIAP act | mIAP block | NALP3 yeast inh | tim10-1 inh | hIAP inh | TIM10 inh | APOBEC3G inh
COc1ccc(OCCOc2ccc(C)nc2[N+](=O)[O-])cc1 in the list: -1 | 0 | 0.95 | 5 | 42 | 10 | -12 | 0 | 0
C/C(=N/OCc1ccc(Br)cc1)c1ccccn1 in the list: 4 | -3 | 1.1 | -9 | 11 | 16 | -19 | -23 | 0

A draw from above in order of formula weight, falling.
SMILES	APOBEC3A inh	MIN6 prolif	mIAP act	mIAP block	NALP3 yeast inh	tim10-1 inh	hIAP inh	TIM10 inh	APOBEC3G inh
CCOc1ccc(N(C)S(=O)(=O)c2ccc(C)c(C(=O)Nc3nnc(C4CC4)s3)c2)cc1	-3	-1	0.97	3	-11	-23	0	6	-8
FC(F)(F)c1ccc(Sc2nnc(-c3cccs3)n2CC2CCCO2)nc1 (stereo not given)	-6	2	1	-3	9	22	12	16	-7
O=C(Nc1csc(Cc2c(Cl)cccc2Cl)n1)NN1CCOCC1	-2	3	1	-1	8	25	-5	16	-8
Cc1ccnc(NC(=O)c2cc(-c3ccc(Cl)s3)nc3ccccc23)c1	0	-4	0.94	6	19	21	-2	20	-3
CC(=O)c1ccc(N2CCN(Cc3nc(Cc4ccccc4)no3)CC2)cc1	-2	1	0.93	7	33	8	-10	8	-4
COc1ccc(NC2c3ncccc3C(=O)N2Cc2ccccc2)c(OC)c1 (stereo not given)	1	3	1.1	-6	14	32	-2	9	0
O=C(NN1C(=O)/C(=C/c2ccc(O)cc2)SC1=S)c1cccc(O)c1	2	-4	0.77	23	40	6	37*	5	11
Cc1noc(C)c1S(=O)(=O)N1CCC(C(=O)N2CCC(C)CC2)CC1	5	-2	1	0	-4	5	9	11	1
COC(=O)CN1C(=O)C(O)=C(C(C)=O)C1c1ccc([N+](=O)[O-])cc1 (stereo not given)	-6	1	0.99	1	14	-4	-2	-1	-8
CC(C)(C)c1cc(C(F)(F)F)n2ncc(-c3ccccc3)c2n1	2	-2	0.97	3	10	15	7	0	-2
O=C(CSc1ccc2c(c1)OCCO2)Nc1ncccc1O	1	-3	0.83	17	18	22	19	2	-3
Nc1cccc2c1C(=O)N(C(=O)/C=C/c1ccc(F)cc1)C2=O	6	-6	1.1	-10	-6	59*	-23	49*	-9
